Bioassay records as filed in PubChem BioAssay.
14-3-3 PPI: 14-3-3 gamma protein interaction modulation | inhibition, % at 40 µM | 160,000 tested, 0.19% active | FP, 14-3-3gamma / TMR-pS259-Raf peptide binding | AID 422; in the data active means inhibition above about 30%;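 further: 0% = protein plus tracer without compound and 100% = blank with tracer alone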
Target sequence (P61981 whole entry, looked up): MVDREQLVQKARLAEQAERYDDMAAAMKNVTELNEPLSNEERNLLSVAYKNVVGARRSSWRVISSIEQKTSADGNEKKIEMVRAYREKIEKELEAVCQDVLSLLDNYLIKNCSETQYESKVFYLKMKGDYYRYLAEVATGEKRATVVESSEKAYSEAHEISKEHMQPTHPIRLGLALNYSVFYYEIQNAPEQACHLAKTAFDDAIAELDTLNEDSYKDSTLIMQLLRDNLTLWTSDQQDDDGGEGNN
Numbers without * were called inactive; & = joins results of further samples.

14-3-3 PPI	SMILES
-1	O=C(CCN1C(=O)COc2ccccc21)N1CCN(Cc2ccccc2)CC1
6	COc1cc(C2Nc3ccccc3NC3=C2C(=O)CC(c2ccccc2)C3)cc(OC)c1OC (stereo unspecified)
3	CC(=O)Nc1cccc(NC(=O)C2CCCN2C(=O)Nc2ccccc2C)c1 (stereo unspecified)
-4	COc1ccc(C(=O)Nc2cc(-c3nn4c(C)nnc4s3)ccc2C)cc1
-2	Cc1ccccc1S(=O)(=O)CC(SC#N)c1ccccc1 (stereo unspecified)
0	O=C(CN1CCOc2ccccc21)N1CCCC1
-14	O=C(NC1CCCCC1)NC1CCCCC1
-1	CC1CCC2C(=O)N(C(CC(=O)O)c3ccco3)C(=O)C2C1 (stereo unspecified)
-1	Clc1ccc(Cn2ncc3c(NCCN4CCOCC4)ncnc32)cc1
-13	COc1ccc(OC(C)C(=O)N2CCOCC2)cc1 (stereo unspecified)
-1	O=C1c2ccccc2C(Nc2ccc(-c3nc4ccccc4[nH]3)cc2)N1Cc1ccco1 (stereo unspecified)
1	C=CCN1C(C(=O)c2ccccc2)=C(NC(=O)c2ccccc2Cl)c2ccccc2S1(=O)=O
3	CCCC(=O)Nc1ccccc1-c1nnn(CC(=O)Nc2ccc(OCC)cc2)n1
-30	Cc1ccc2cc(CN(C(=O)c3ccncc3)C(C)C)c(=O)[nH]c2c1
-2	O=c1c2c(nc3cc(-c4ccc(F)cc4)[nH]n13)CCCC2
-3	COc1cc2c(cc1OC)C(C)N(C(=O)Cn1ncc3c1-c1ccccc1OC3)CC2 (stereo unspecified)
-1	CS(=O)(=O)Nc1ccc(-c2ccc(N)cc2)cc1[N+](=O)[O-]
-4	COc1ccc(NC(=O)N2CC(C)OC(C)C2)cc1OC (stereo unspecified)
-6	c1ccc(CN2C3=NCCN3c3ccccc32)cc1
1	O=C(O)C1C2C=CC3(CN(c4cccc(Cl)c4)C(=O)C13)O2 (stereo unspecified)
2	O=C(CN1C(=O)CSC1=O)Nc1ccc2c(c1)OCCO2
-7	COC(=O)C1=C(C)NC2=C(C(=O)CC(c3ccc(OC)c(OC)c3)C2)C1c1ccccc1OC(C)C (stereo unspecified)
5	Cc1ccc(S(=O)(=O)N2CCC(C(=O)N3CCCC(C)C3)CC2)cc1 (stereo unspecified)
-40	COc1ccc(-c2ccc(SCC(=O)Nc3cc(C)on3)nn2)cc1OC
-6	Cc1csc(NC(=O)CSc2nc3ccccc3c(=O)[nH]2)n1
10	CC1CC(=O)N(c2ccc(NCCNc3cccc4ccccc34)c([N+](=O)[O-])c2)C1=O (stereo unspecified)
1	COc1cc(N)c(Cl)cc1NC(=O)c1ccccc1
-9	COc1ccc(CNC(=O)Cn2ncc3c(=O)oc4ccccc4c32)cc1
-8	O=C(CCn1c(=S)[nH]c2ccccc2c1=O)NCCc1ccc(Cl)cc1
4	COc1cc(OC)cc(C(=O)NCCN2CCOCC2)c1
7	CCOC(=O)C1CCN(C(=O)CC(C)(C)CC2=NS(=O)(=O)c3ccccc3N2)CC1
4	COC(=O)Cc1ccc(NC(=O)c2ccc(Br)o2)cc1
-3	COc1ccc(CCN=c2c([N+](=O)[O-])nn(-c3ccc4c(c3)OCCO4)n2O)cc1OC
-3	Cc1cc2c(cc1[N+](=O)[O-])-c1ncccc1C2
-6	O=C(COc1ccc(Cl)cc1)Nc1ccc2oc(-c3ccncc3)nc2c1
-6	O=S(=O)(NC1=NCCCCCC1)c1cccs1

Entries above with a COOH group, in the order listed:
14-3-3 PPI	SMILES
-1	CC1CCC2C(=O)N(C(CC(=O)O)c3ccco3)C(=O)C2C1 (stereo unspecified)
1	O=C(O)C1C2C=CC3(CN(c4cccc(Cl)c4)C(=O)C13)O2 (stereo unspecified)

(further entries)
14-3-3 PPI	SMILES
0	COc1ccc(NC(=O)Cn2c(=O)n(-c3ccccc3)c(=O)c3c4c(sc32)CCCC4)cc1
3	CC1=C(C(=O)Nc2ccc(F)cc2)C(c2ccc(N(C)C)cc2)NC(=O)N1 (stereo unspecified)
4	O=C(NCc1ccccc1Cl)C1CCN(S(=O)(=O)N2CCOCC2)CC1
-12	Clc1ccc2nc(NC3=NCN(CCN4CCOCC4)CN3)nc(-c3ccccc3)c2c1
-3	Cc1cccn2c(=O)c(/C=N/O)c(N3CCCCC3)nc12
-11	CC1CC(C)CN(C(=O)c2ccc(N3CC4CC(C3)c3cccc(=O)n3C4)c(NC(=O)c3cc4ccccc4oc3=O)c2)C1 (stereo unspecified)
-4	Cc1ccc(NC(=O)c2ccc(F)c(S(=O)(=O)NC3CCCCCC3)c2)cc1F
9	CCCOC(=O)c1ccc(NC(=O)c2ccc([N+](=O)[O-])cc2)cc1
0	Cc1ccc(NC(=O)C(=O)NCCCN2CCOCC2)c(C)c1
-1	O=C(O)c1ccc2c(c1)N(Cc1cccc(Cl)c1)C(=O)CS2
4	N#Cc1nc(-c2cccs2)oc1N1CCN(c2ccccc2)CC1
3	O=C(Nc1nc2ccc([N+](=O)[O-])cc2s1)C12CC3CC(CC(C3)C1)C2

Copied from the results shown (5 entries):
14-3-3 PPI	SMILES
0	COc1ccc(NC(=O)Cn2c(=O)n(-c3ccccc3)c(=O)c3c4c(sc32)CCCC4)cc1
3	CC1=C(C(=O)Nc2ccc(F)cc2)C(c2ccc(N(C)C)cc2)NC(=O)N1 (stereo unspecified)
4	O=C(NCc1ccccc1Cl)C1CCN(S(=O)(=O)N2CCOCC2)CC1
-12	Clc1ccc2nc(NC3=NCN(CCN4CCOCC4)CN3)nc(-c3ccccc3)c2c1
-3	Cc1cccn2c(=O)c(/C=N/O)c(N3CCCCC3)nc12

Of the compounds above, 2 have a cyano group.
14-3-3 PPI	SMILES
-2	Cc1ccccc1S(=O)(=O)CC(SC#N)c1ccccc1 (stereo unspecified)
4	N#Cc1nc(-c2cccs2)oc1N1CCN(c2ccccc2)CC1

Following part:
14-3-3 PPI	SMILES
-6	CSCCC(/C(O)=C(\C#N)c1nc2ccccc2[nH]1)N1C(=O)c2ccccc2C1=O (stereo unspecified)
-3	O=c1ccnc(NCCc2ccccc2)[nH]1
-10	CCCCOc1ccc(C(=O)Oc2ccc(C(C)(C)C)cc2)cc1
1	O=C(NCc1cccs1)c1cc(S(=O)(=O)N2CCCCC2)ccc1F
-4&-4	COC(=O)CCc1c(C)[nH]c(=S)[nH]c1=O
-1	Cc1ccc(S(=O)(=O)Cn2nnnc2C(C(C)C)N2CCN(C(=O)c3ccco3)CC2)cc1 (stereo unspecified)
-1	COCCN(Cc1cc2cccc(C)c2[nH]c1=O)C(=O)c1ccccc1
4	O=C(CCC1N=C2c3ccccc3N=C(SCc3ccccc3Cl)N2C1=O)NCc1cccs1 (stereo unspecified)
-2	Cc1ccc(N=Cc2ccccc2O)c(C(=O)c2ccccc2)c1
3&-1	O=C(Nc1ccccc1)c1ccc(F)c(S(=O)(=O)N2CCOCC2)c1
-5	Cc1cccc(-n2cnc3sc4c(c3c2=O)CCCC4)c1
1	CCCOc1ccc(Cc2nc3ccccc3[nH]c2=O)cc1
-9	COc1cc(-c2nnc(-c3ccco3)o2)ccc1OCc1ccccc1
-9	Cc1ccc(Cl)cc1N(C)C(=O)Cn1cnc2sc(C)c(S(=O)(=O)N3CC(C)CC(C)C3)c2c1=O (stereo unspecified)
-11	CC1CC(C)CN(C(=O)c2ccc3c(=O)n(CCC4=CCCCC4)c(=S)[nH]c3c2)C1 (stereo unspecified)
-44	COc1ccc(C2CC(c3cccs3)=NN2c2nc(C)c(C(C)=O)s2)cc1OC (stereo unspecified)
-2	CC(C)(C)c1ccc(S(=O)(=O)CCc2ccccn2)cc1
-1	Cn1cc(C(=O)NCc2cccs2)c(=O)c2cc(S(=O)(=O)N3CCCC3)ccc21
-2	COC(=O)c1cc(C(=O)OC)cc(N2C(=O)c3ccc(Oc4cccc(N)c4)cc3C2=O)c1
4	O=C1CCCC(=O)N1c1ccc(N2CCC(O)(c3ccc(Cl)c(C(F)(F)F)c3)CC2)c([N+](=O)[O-])c1
-2	CC(NS(=O)(=O)c1cccs1)c1ccccc1 (stereo unspecified)
-6	CCOc1ccc(S(=O)(=O)NC2CCCC2)c2cccnc12
-12	Cc1ccc(Cn2c(=N)c(C(=O)NCc3ccco3)cc3c(=O)n4ccccc4nc32)cc1
6	Clc1ccccc1-c1nn2c(-c3ccncc3)nnc2s1
-1	O=C(c1c2c(nc3ccccc13)CCCC2)N1CCOCC1
-5	Cc1ccc(CN2C(=O)C(=O)c3cc(Cl)ccc32)cc1
-4	C=CCN1CN(CCc2ccccc2)CNC1=S
-224	COc1ccccc1CNC(=O)c1ccc2c(c1)nc(C)n2-c1ccccc1OC
0	CC1=NS(=O)(=O)c2ccccc2N1Cc1cccc(Cl)c1
-5	OCc1ccc(O)c2ncccc12
1	O=C(c1cccc(N2C(=O)C3C4C=CC(C4)C3C2=O)c1)N1CC=C(c2ccccc2)CC1 (stereo unspecified)
-5	COC(=O)CSc1nnc(CNC(=O)c2cc(OC)c(OC)c(OC)c2)n1C
-6	Cc1nc2c(C(=O)NCc3ccc4c(c3)OCO4)cnn2c(C)c1Cc1ccc(Cl)cc1
-3	Cc1ccc(NC(=O)COC(=O)c2ccn(C)n2)cc1
-7	CCC1(COC(=O)Nc2cccc(Cl)c2)COC1
-4	COc1cccc(-n2c(=O)c3sccc3n(CC(=O)NCc3ccco3)c2=O)c1
-2	COC(=O)COc1ccc(S(=O)(=O)Nc2ccc3c(c2)OCO3)cc1Cl
0	CCOC(=O)Cn1cnc2sc3c(c2c1=O)CCCC3
3&-4	O=C(OCCn1cncn1)c1cc2ccccc2oc1=O
-6	CCn1c(SCC(=O)NCCc2ccc(S(N)(=O)=O)cc2)nc2ccsc2c1=O
-2	O=C1C2CC=C(Cl)CC2C(=O)N1c1c[nH]c(=O)[nH]c1=O (stereo unspecified)
-4	CCCCn1c(SCC(=O)NCc2ccccc2)nc2ccc(N3CCOCC3)cc2c1=O
-42	Cc1ccccc1NC(=O)CSc1nc(O)cc(=O)n1C
7	Cc1cccc(NC(=O)COc2cc(C)c(Cl)c(C)c2)n1
-7	CC1CCC2C(=O)N(c3ccc(OCc4ccccc4)cc3)C(=O)C2C1 (stereo unspecified)
-3&-2	Cc1ccccc1CS(=O)(=O)CCC(=O)NCc1ccccn1
-1	N#CCc1ccc(NC(=O)c2ccco2)cc1
-11	COC(=O)C1=C(N)N(c2ccccc2F)C2=C(C(=O)CCC2)C1c1ccc([N+](=O)[O-])cc1 (stereo unspecified)
3	CCN(CC)S(=O)(=O)c1ccc(C(=O)Nc2c3c(nn2C(C)(C)C)CSC3)cc1
1	CC(=O)Nc1cccc(-c2nnc(SCC(=O)N3CCCCC3)n2C)c1
0	COc1ccc(C2CC(c3ccc(-c4ccccc4)cc3)Nc3nnnn32)cc1 (stereo unspecified)
-3	OCCNc1ncnc2c1c(-c1ccccc1)cn2-c1ccc(Cl)cc1
-9	COc1ccc(C(=O)Nc2ccc(Cl)cc2C(=O)NCCO)cc1
-18	O=C(CCC1=NS(=O)(=O)c2ccccc2N1)NCc1ccco1
-6	Cc1ccc(NC(=O)c2ccccc2C)cc1I
3	COc1ccccc1-n1nc(C(=O)Nc2cnc3ccccc3c2)c2ccccc2c1=O
-12	COc1ccc(-c2noc(CCN3C(=O)c4ccccc4C3=O)n2)cc1OC
-4	CCc1ccccc1N1CC23C=CC(O2)C(C(=O)OC)C3C1=O (stereo unspecified)
-3	CCC(=O)Nc1cccc(NC(=O)c2ccc3c(c2)OCCO3)c1
1	COc1cccc(NC(=O)C2(c3ccccc3)CCOCC2)c1

Random excerpt: 5 records from the list, in no set order.
14-3-3 PPI	SMILES
1	CC(=O)Nc1cccc(-c2nnc(SCC(=O)N3CCCCC3)n2C)c1
0	COc1ccc(C2CC(c3ccc(-c4ccccc4)cc3)Nc3nnnn32)cc1 (stereo unspecified)
3	COc1ccccc1-n1nc(C(=O)Nc2cnc3ccccc3c2)c2ccccc2c1=O
-3	OCCNc1ncnc2c1c(-c1ccccc1)cn2-c1ccc(Cl)cc1
-18	O=C(CCC1=NS(=O)(=O)c2ccccc2N1)NCc1ccco1

Remaining list, next part.
14-3-3 PPI	SMILES
-8	O=C(NCc1cccs1)c1cc2c(s1)CS(=O)(=O)C2
-1	CCCSc1nc(-c2ccc(C)cc2)cc(C(F)(F)F)c1C#N
-29	CC1(C)CC(=O)C2=C(C1)Nc1nc(SCc3ccccc3Cl)[nH]c(=O)c1C2c1cccs1 (stereo unspecified)
-4	O=C(Nc1ccccc1O)c1ccc(Br)c(S(=O)(=O)N2CCOCC2)c1
0	O=C1NC(c2ccc(C(F)(F)F)cc2)C(C(=O)c2ccccc2)C(O)(C(F)(F)F)N1 (stereo unspecified)
1	Cc1ccccc1CN1C(=O)C(O)(CC(=O)c2ccccc2O)c2ccccc21 (stereo unspecified)
-26	O=C(Nc1nccs1)c1cnc2sccn2c1=O
-8&-38	COc1ccc2nc(NC(=O)CSC3=NCCS3)sc2c1
-3	Cc1ccc(S(=O)(=O)NCc2ccccn2)cc1[N+](=O)[O-]
3	CCOC(=O)c1c(NC(=O)c2ccc([N+](=O)[O-])cc2)sc(C(=O)Nc2ccccc2C)c1C
0	O=S(=O)(c1ccccc1)n1nc(-c2ccccc2)nc1NCc1ccco1
-10	CC1CC(C)CN(C(=O)CSc2nc3ccc(N4CCOCC4)cc3c(=O)n2CCc2ccccc2)C1 (stereo unspecified)
-274	COc1ccc(-c2cc(C(F)(F)F)nc(-n3cc([N+](=O)[O-])cn3)n2)cc1
0	Cc1cc(Br)ccc1NC(=O)CCN1C(=O)c2ccccc2C1=O
-9	CCc1ccc(-c2csc(NC(=O)c3ccc(S(=O)(=O)N4CC(C)CC(C)C4)cc3)n2)cc1 (stereo unspecified)
-9	O=c1[nH]c(CN2CCN(C/C=C/c3ccccc3)CC2)nc2cc(Cl)ccc12
-7	Cc1ccc(NC(=O)CSc2nnc(-c3ccc(S(=O)(=O)N4CCOCC4)cc3)n2C)cc1
-4	CCCOc1ccc(/C(O)=C2\C(=O)C(=O)N(Cc3cccnc3)C2c2ccc(C)cc2)c(C)c1 (stereo unspecified)
6	CC(=O)Nc1ccc(S(=O)(=O)N2CCC(N(C)C(C)C)CC2)cc1

A portion of the library; rates above refer to the full screens.
